Compound activity deposited in PubChem by several laboratories.
KCNQ1 inh: human KCNQ1 channel inhibition | P51787 | CHO-K1 KCNQ1, FluxOR thallium flux fluorescence; stronger effect = higher value | B-score at 10 µM | 1.3% of 310,000 active | AID 2642;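 active means compounds whose thallium flux B-score, printed positive for inhibition, exceeds three library SD while starting fluorescence stays within three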;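 further: channel opened by potassium depolarization with thallium stimulus after 20 min compound exposure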
Dyrk1A ADPGlo: inhibitors of rat Dyrk1A kinase | Q63470 | ADP-Glo luminescence, NFATc1 peptide | inhibition, % at 12.5 µM | 0.43% of 310,000 active | AID 504441; in the data active means inhibition above about 50%;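 further: plate controls were vehicle with enzyme for no effect and no enzyme for full effect; many of its hits are not listed in these tables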
hERG rescue: shields human hERG channel from block by proarrhythmic agents | CHO-hERG, FluxOR thallium flux, dofetilide IC70 present | 0.51% of 310,000 active | activation (rescue from dofetilide block), less the hit threshold, % at 10 µM | Q12809 | AID 1511;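 active means activation above the mean of controls blocked by dofetilide plus 5 SD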;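 further: thallium influx through hERG after potassium depolarization seen as dye fluorescence rise; in these data hits start at about 4.7%; inactives centre near -7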
RGS4 pot: potentiators or activators of RGS4. HEK293 M3R/inducible RGS4, carbachol calcium flux Fluo4; stronger effect = lower value. 0.92% of 310,000 active. B-score at 10 µM;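 active means B-score of the integrated calcium signal more than 4 SD below the library mean, with starting fluorescence not abnormally high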;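 further: negative B-score means reduced calcium response which marks RGS4 activation or potentiation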
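System: HEK293 FlpIn-TREx cells, stable M3R, doxycycline-inducible RGS4. Timing: overnight RGS4 induction, 30 min dye load 37 °C, 20 min compound RT. Also added: carbachol, ECmax concentration. Measured by: Fluo4 fluorescence kinetic imaging of calcium. Evaluation: integrated calcium ratio converted to B score.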
PolyA inhibitor: inhibitors of polyadenylation in S. cerevisiae; S. cerevisiae SKY197-pL101 polyadenylation reporter, beta-gal luminescence; efflux-impaired pdr1/pdr3 knockout yeast; score 100 = 6 SD above DMSO; calls only at 12 µM; 0.02% of 300,000 active;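 active means lowest replicate activity score at least 50, where 100 means six control SD above control mean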;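 further: yeast exposed to compound for 9 h at 30 °C; higher score means more reporter readthrough which indicates perturbed polyadenylation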
GSK3beta inhib: inhibitors of human GSK3beta kinase | 0.038% of 300,000 active | GST-GSK3beta kinase, ADP-Glo luminescence, 60 min; stronger effect = lower value | P49841 | activity score (negative = inhibition), % at 10 µM;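 active means more than half of replicate wells score below -50%, meaning over 50% inhibition versus plate controls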;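 further: 0% = median DMSO wells and -100% = median GW8510 positive control wells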
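Assay system: GST-fused GSK3beta enzyme, cell-free / Medium: Tris pH 7.5 buffer with MgCl2, DTT, BSA, heparin / Also added: peptide substrate plus 25 µM ATP (final) / Compound: 10 µM single point / Timing: kinase reaction with compound 60 min at room temperature / Detection: ADP-Glo luminescence / Benchmarks: DMSO neutral wells and GW8510 at 20 µM as positive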
RGS4 inh: human RGS4 inhibition | P49798 | HEK293 M3R/RGS4 inducible, Fluo-4 calcium flux; stronger effect = higher value; triggered by carbachol at its EC20 | B-score at 10 µM | 0.45% of 310,000 active;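 active means B-score, a plate-corrected calcium signal, over three deviations above library mean, with baseline fluorescence within five deviations of library mean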;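 further: RGS4 expression induced by doxycycline in cells with stable M3 receptor; B-score is computed from the integrated fluorescence ratio over baseline after carbachol; higher B-score means a larger calcium signal and so more RGS4 inhibition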
Target sequence (P49798 whole entry, looked up): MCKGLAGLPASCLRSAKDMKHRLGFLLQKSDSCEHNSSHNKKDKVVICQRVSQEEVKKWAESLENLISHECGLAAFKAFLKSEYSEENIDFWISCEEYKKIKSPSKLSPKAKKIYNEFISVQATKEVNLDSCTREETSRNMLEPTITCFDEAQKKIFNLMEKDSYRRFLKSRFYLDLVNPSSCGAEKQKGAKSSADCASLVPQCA
KCNK9 block: inhibitors of human KCNK9 two-pore domain potassium channel. HEK293 KCNK9, FluxOR thallium flux fluorescence; stronger effect = lower value. B-score at 10 µM. 1.2% of 310,000 active;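 active means ratio B-score over 3 SD below the library mean, with starting fluorescence within 5 SD of its mean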;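 further: negative B-score means less thallium flux so channel inhibition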
Target sequence (Q9NPC2 whole entry, looked up, the tested form may be a part): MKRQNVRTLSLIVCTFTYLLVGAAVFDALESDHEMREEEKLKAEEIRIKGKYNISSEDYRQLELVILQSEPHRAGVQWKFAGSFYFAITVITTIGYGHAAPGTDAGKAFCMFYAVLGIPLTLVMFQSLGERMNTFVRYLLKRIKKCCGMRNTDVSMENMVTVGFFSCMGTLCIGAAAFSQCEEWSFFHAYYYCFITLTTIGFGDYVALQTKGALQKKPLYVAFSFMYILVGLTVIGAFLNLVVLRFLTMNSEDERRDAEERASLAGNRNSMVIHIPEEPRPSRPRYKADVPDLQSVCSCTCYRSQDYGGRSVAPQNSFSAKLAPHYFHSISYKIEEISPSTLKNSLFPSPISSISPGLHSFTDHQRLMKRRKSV
KCNK3 block: human KCNK3 channel inhibition, primary screen | O14649 | CHO-KCNK3 thallium flux, FluxOR fluorescence; stronger effect = lower value | B-score at 10 µM | 0.84% of 340,000 active | AID 602410;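 active means B-score under library mean minus 4 SD, starting fluorescence ratio at most library mean plus 5 SD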;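 further: more negative B-score means stronger inhibition of thallium flux through KCNK3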
Target sequence (O14649 whole entry, looked up): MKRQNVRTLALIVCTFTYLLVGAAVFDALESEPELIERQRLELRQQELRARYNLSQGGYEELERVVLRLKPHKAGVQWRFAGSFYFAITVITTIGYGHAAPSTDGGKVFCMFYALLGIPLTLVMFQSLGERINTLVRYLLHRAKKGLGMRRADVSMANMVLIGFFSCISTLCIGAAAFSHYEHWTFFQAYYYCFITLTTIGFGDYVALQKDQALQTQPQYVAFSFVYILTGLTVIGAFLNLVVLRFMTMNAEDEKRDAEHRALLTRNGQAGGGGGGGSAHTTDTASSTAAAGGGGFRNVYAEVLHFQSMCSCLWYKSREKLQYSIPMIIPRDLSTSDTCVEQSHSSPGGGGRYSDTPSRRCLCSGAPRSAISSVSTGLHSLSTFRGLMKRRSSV
GSK3 alpha inh: inhibitors of human GSK-3 alpha kinase. P49840. ADP-Glo luminescence, 60 min. inhibition, % at 10 µM. 0.1% of 320,000 active. AID 2650;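 in the data active means inhibition above about 50%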;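 further: GST-tagged GSK-3 alpha with peptide substrate and 25 µM ATP; 0% = DMSO neutral wells and 100% = GW8510 positive control wells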
KCNQ1 pot: potentiates or activates the human KCNQ1 potassium channel; 0.35% of 310,000 active; B-score at 10 µM; AID 2648; P51787; CHO-K1 KCNQ1, thallium flux FluxOR fluorescence; stronger effect = higher value;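 active means fluorescence ratio B-score, a plate-corrected score, at least three library SD, with initial intensity B-score within 5 SD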
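assay system = KCNQ1-transfected CHO-K1 cells | medium = assay buffer with matched DMSO | probe or stimulus = depolarizing K+/Tl+ stimulus, K2SO4 and Tl2SO4 each 12.5 mM in 5x stock | dosing = single dose | incubation = dye 90 min, compound 20 min, room temperature | detection = kinetic FluxOR fluorescence, 10 s baseline plus 110 s post-stimulus | evaluation = ratio B score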
Starred values were filed as active, the others as inactive; i = inactive; nt = not tested or not shown. The list is partial; rates above refer to the full screens.

structure	GSK3 alpha inh	hERG rescue	Dyrk1A ADPGlo	GSK3beta inhib	KCNQ1 inh	RGS4 pot	PolyA inhibitor	KCNQ1 pot	KCNK9 block	RGS4 inh	KCNK3 block
CN(C)C(=O)COc1ncnc2sc(-c3ccccc3)cc12	-3.7	-3.5	17.5	-1.6	i	i	i	i	i	i	i
O=C(COC(=O)c1cc(S(=O)(=O)N2CCOCC2)ccc1F)NCc1ccco1	2.1	-7.1	-9.5	0.4	i	i	i	i	i	i	i
Cc1ccc(-n2cc[nH]c2=S)cc1C	-0.6	-4.9	0.0	-2.2	i	i	i	i	i	i	i
C/C=C\C=C\C(=O)Nc1cccc(C2=NOC3(C2)C[C@@H](C(N)=O)N(C(=O)C(c2ccccc2)c2ccccc2)C3)c1 (stereo partly drawn)	4.0	-4.8	-1.5	-2.5	i	i	i	i	i	i	i
N#Cc1ccc(Cl)cc1NC(=O)COC(=O)c1ccc2c(c1)OCCO2	-1.7	-8.2	-5.9	4.0	i	i	i	i	i	i	i
N#Cc1cccc(NC(=O)COC(=O)c2ccccc2Sc2ccccc2C#N)c1	0.0	-7.2	-3.8	7.9	i	i	i	i	i	i	i
CC1(C)CC(=O)C(C(=S)Nc2ccc(F)cc2)=C(NCCN2CCOCC2)C1	-0.1	-1.6	-5.0	2.6	i	i	i	i	i	i	i
COc1cccc(Cn2cc(C(=O)NCCN(C)C)nn2)c1	-1.6	-3.7	-3.3	-3.3	i	i	i	i	i	i	i
COc1ccc(-n2c(C)cc(-c3csc(NC(=O)c4ccc(S(=O)(=O)N(C)C)cc4)n3)c2C)cc1	3.1	-5.3	11.9	-2.9	i	i	i	i	i	i	i
Cc1cc(C)cc(NC(=O)N(CCC#N)Cc2cccs2)c1	-2.8	-2.2	nt	3.1	i	i	i	i	i	i	i
O=S(=O)(c1ccccc1)c1nc(-c2ccco2)oc1Nc1ccccc1	-0.5	-12.1	-5.3	2.8	i	i	i	i	i	i	i
O=C(COC(=O)CCSc1ccccc1)NCc1ccc(F)cc1	-3.2	-4.0	nt	-1.4	i	i	i	i	i	i	i
Cc1ccc(-c2cc(C(=O)Nc3c(C)n(C)n(-c4ccccc4)c3=O)no2)cc1	-3.0	-13.0	0.7	1.0	i	i	i	i	i	i	i
Nc1c(N=O)c(=O)[nH]c(=O)n1-c1ccccc1	3.7	-5.2	16.1	-0.6	i	i	nt	i	i	i	i
CCn1cc(CN2CCC(Oc3ccc(C(=O)N4CCCCC4)cc3)CC2)cn1	-1.0	-9.7	-4.5	7.0	i	i	i	i	i	i	i
O=Cc1cccn1-c1ccccc1	-0.1	-6.4	-0.1	-2.6	i	i	i	i	i	i	i
O=C(CSc1nnnn1-c1cccc2c1CCCC2)N1CCOCC1	-3.8	-3.8	-7.0	1.4	i	i	i	i	i	i	i
O=C(COC(=O)c1cccc(S(=O)(=O)N2CCOCC2)c1)NCCc1ccccc1	0.5	-7.9	-4.2	2.6	i	i	i	i	i	i	i
NNC(=O)c1cccc(O)c1	1.5	-7.0	-1.2	-2.9	i	i	i	i	i	i	i
CCOC(=O)CCCCC(=O)NC(CO)C(=O)NC (stereo not drawn)	-0.3	-4.2	-0.4	0.3	i	i	i	i	i	i	i
C=CCN1C(=Nc2ccccc2)SC/C1=C\C(=O)OC	-1.2	-5.8	-2.0	-2.2	i	i	i	i	i	i	i
O=C(CS(=O)(=O)Cc1ccccc1)NCc1ccco1	-2.8	-9.5	-2.0	-1.6	i	i	i	i	i	i	i
CCN(CC)CCOCCOC(=O)C(CC)(CC)c1ccccc1	-2.8	-7.1	nt	-1.9	i	i	i	i	i	i	i
CCCSc1nc2c3c(sc2c(=O)[nH]1)CC(C)(CC)OC3 (stereo not drawn)	1.9	-4.3	-4.7	-1.6	i	i	i	i	i	i	i
Cc1ccc(NC(=O)C2CCN(C(=O)NCc3ccccc3)CC2)cc1C	-1.6	-2.4	-4.9	-0.2	i	i	i	i	i	i	i
CCOc1ccc(S(=O)(=O)N2CCC(C(=O)NCCc3ccccc3)CC2)cc1	1.7	-7.9	-1.6	0.2	i	i	i	i	i	i	i
CC1CCc2c(sc3nc(CN4CCN(S(=O)(=O)c5ccccc5[N+](=O)[O-])CC4)[nH]c(=O)c23)C1 (stereo not drawn)	-0.1	-3.9	-1.2	1.5	i	i	i	i	i	i	i
COc1cccc(C(=O)CC(=O)C(=O)Nc2cc(Cl)c(OC)cc2OC)c1	2.6	-6.5	-5.0	0.2	i	i	nt	i	i	i	i
CCn1cc(C(=O)N[C@@H](C)C(=O)NCCCn2ccnc2)c(=O)c2cc3c(cc21)OCO3	8.0	-3.5	1.6	-2.6	i	i	i	i	i	i	i
NC(N)=Nc1ccc(N=C(N)N)cc1	4.7	-7.5	4.0	2.8	i	i	i	i	i	i	i
COc1ccc(OC)c(NC(=O)CCNC(=O)c2ccco2)c1	-1.7	-4.4	1.9	0.7	i	i	i	i	i	i	i
O=C(CN(c1cccc(Br)c1)S(=O)(=O)c1ccccc1)N/N=C/c1cc([N+](=O)[O-])ccc1O	-1.4	-19.6	4.7	4.9	16*	i	i	i	i	i	i
O=C(NCc1ccccc1)C(=O)NCC1COc2ccccc2O1 (stereo not drawn)	-0.5	-6.2	-0.4	1.6	i	i	i	i	i	i	i
O=c1[nH]c(/C=C/c2ccccc2Cl)c([N+](=O)[O-])c(=O)[nH]1	-5.2	-4.4	-3.1	4.8	i	i	i	i	i	10.5*	i
O=C(Nc1ccccc1C(F)(F)F)c1cc(-c2ccc(O)cc2)on1	-2.5	-11.9	-1.4	-9.2	i	i	i	i	i	i	i
C=CCOc1ccccc1CN1CCCN(C)CC1	-0.5	-3.8	0.9	0.6	i	i	i	i	i	i	i
CCn1cc(C(=O)N(CCC(C)C)c2c(N)n(Cc3ccccc3)c(=O)[nH]c2=O)c(=O)c2ccc(C)nc21	-0.6	-14.3	4.8	5.3	i	i	i	i	i	i	i
COc1ccccc1Nc1nc(N)nc(CN2CCN(Cc3ccccc3)CC2)n1	8.7	-8.6	-5.6	-1.8	i	i	i	i	i	i	i
COc1ccc(N2CC(C(=O)N/N=C/c3cccs3)CC2=O)cc1 (stereo not drawn)	nt	-4.7	4.5	-1.4	i	i	i	i	i	i	i
CC(C)OCC1CC(CC(=O)NC(=S)Nc2cccc([N+](=O)[O-])c2)C(=O)O1 (stereo not drawn)	-2.0	-3.5	-2.5	-0.1	i	i	i	i	i	i	i
CC(C)CCNC(=O)Cn1c(NCCC(C)C)nc2c1c(=O)n(C)c(=O)n2C	0.9	-10.8	nt	6.4	i	i	i	i	i	i	nt
CN(C)S(=O)(=O)N1CCN(C(=O)c2cccc(Br)c2)CC1	-4.7	0.1	nt	-3.3	i	i	i	i	i	i	i
COc1ccc(-n2c(C)nc3c(cnn3-c3ccc(Cl)cc3)c2=O)cc1	-0.3	6.8*	-3.3	2.2	i	i	i	i	i	i	i
CCCn1c(N)c(N(CCOC)C(=O)c2ccc(N(C)S(=O)(=O)c3ccc(C)cc3)cc2)c(=O)[nH]c1=O	nt	-6.9	-0.5	-2.0	i	i	i	i	i	i	i
CC(C)NC(=O)CSc1nc(N)c(NC(=O)c2ccccc2F)c(=O)[nH]1	-1.8	-5.9	-1.5	-0.9	i	i	i	i	i	i	i
O=C(CSc1ccc2nnc(-c3cccnc3)n2n1)Nc1ccccc1	-0.3	-10.8	0.6	-0.7	i	i	i	i	i	i	i
N/C(Cc1ccc([N+](=O)[O-])cc1)=N\OC(=O)CC1CCCCC1	-0.5	-6.3	-1.6	-0.9	i	i	i	i	i	i	i
CC(C)(C)c1ccc(S(=O)(=O)N2CCC(CO)(CC3CCCCO3)CC2)cc1 (stereo not drawn)	-3.4	-25.4	3.0	0.3	i	i	i	i	i	i	i
Cc1ccc(S(=O)(=O)N2CCN(CC(=O)Nc3ccc(N4CCOCC4)cc3)CC2)cc1C	-1.6	-4.9	-6.7	1.4	i	i	i	i	i	i	i
COc1ccc(N2C(=O)C3CCCN3C2=S)cc1 (stereo not drawn)	0.9	-7.6	1.4	-1.5	i	i	i	i	i	i	i
COc1ccc2c(c1)CC/C(=C\c1ccc(C)o1)C2=O	-0.6	-11.2	nt	-6.7	i	i	i	i	i	i	i

Printed as active in RGS4 inh (from the list above):
| Molecule | GSK3 alpha inh | Dyrk1A ADPGlo | GSK3beta inhib | KCNQ1 inh | PolyA inhibitor | KCNQ1 pot | KCNK9 block | RGS4 inh | KCNK3 block |
| --- | --- | --- | --- | --- | --- | --- | --- | --- | --- |
| O=c1[nH]c(/C=C/c2ccccc2Cl)c([N+](=O)[O-])c(=O)[nH]1 | -5.2 | -3.1 | 4.8 | i | i | i | i | 10.5* | i |

4 entries picked at random from those above:
structure	GSK3 alpha inh	hERG rescue	Dyrk1A ADPGlo	GSK3beta inhib	KCNQ1 inh	RGS4 pot	PolyA inhibitor	KCNQ1 pot	KCNK9 block	RGS4 inh	KCNK3 block
C=CCOc1ccccc1CN1CCCN(C)CC1	-0.5	-3.8	0.9	0.6	i	i	i	i	i	i	i
O=C(Nc1ccccc1C(F)(F)F)c1cc(-c2ccc(O)cc2)on1	-2.5	-11.9	-1.4	-9.2	i	i	i	i	i	i	i
COc1ccc2c(c1)CC/C(=C\c1ccc(C)o1)C2=O	-0.6	-11.2	nt	-6.7	i	i	i	i	i	i	i
COc1ccc(N2CC(C(=O)N/N=C/c3cccs3)CC2=O)cc1 (stereo not drawn)	nt	-4.7	4.5	-1.4	i	i	i	i	i	i	i

Sorted by SMILES length (largest number first): three of the compounds above
structure	GSK3 alpha inh	hERG rescue	Dyrk1A ADPGlo	GSK3beta inhib	KCNQ1 inh	RGS4 pot	PolyA inhibitor	KCNQ1 pot	KCNK9 block	RGS4 inh	KCNK3 block
CCCn1c(N)c(N(CCOC)C(=O)c2ccc(N(C)S(=O)(=O)c3ccc(C)cc3)cc2)c(=O)[nH]c1=O	nt	-6.9	-0.5	-2.0	i	i	i	i	i	i	i
N/C(Cc1ccc([N+](=O)[O-])cc1)=N\OC(=O)CC1CCCCC1	-0.5	-6.3	-1.6	-0.9	i	i	i	i	i	i	i
O=C(NCc1ccccc1)C(=O)NCC1COc2ccccc2O1 (stereo not drawn)	-0.5	-6.2	-0.4	1.6	i	i	i	i	i	i	i
